Screening data from PubChem BioAssay.
mcGAS MS inh: inhibitors of mouse cGAS. inhibition, % at 12.5 µM. Q8C6L5. hit rate 0.18% among 130,000. recombinant mouse cGAS, cGAMP by RapidFire MS;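 active = inhibition of cGAS enzyme activity at or above 60%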;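 note: enzyme stimulated by 45 bp dsDNA with ATP and GTP substrates; cGAMP share of summed cGAMP plus half ATP and half GTP signals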
Target sequence (Q8C6L5 whole entry, looked up): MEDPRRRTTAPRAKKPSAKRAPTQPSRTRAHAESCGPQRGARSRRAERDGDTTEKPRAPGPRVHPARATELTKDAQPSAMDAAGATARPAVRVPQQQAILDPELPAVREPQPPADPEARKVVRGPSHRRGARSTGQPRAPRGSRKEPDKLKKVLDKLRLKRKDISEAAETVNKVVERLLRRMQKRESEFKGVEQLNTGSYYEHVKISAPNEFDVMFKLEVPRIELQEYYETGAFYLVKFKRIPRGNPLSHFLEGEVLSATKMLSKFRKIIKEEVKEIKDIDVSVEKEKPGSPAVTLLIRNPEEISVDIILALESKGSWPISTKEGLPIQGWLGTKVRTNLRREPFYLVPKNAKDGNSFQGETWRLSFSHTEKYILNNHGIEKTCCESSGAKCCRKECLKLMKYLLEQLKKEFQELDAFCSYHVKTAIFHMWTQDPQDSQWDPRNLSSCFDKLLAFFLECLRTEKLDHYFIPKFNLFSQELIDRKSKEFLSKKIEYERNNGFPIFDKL
The depositor's hits bear a star; & = joins results of further samples.

smiles,mcGAS MS inh
CCCCN1CC(c2nc3ccccc3n2CCOc2ccc(C)cc2)CC1=O (configuration not stated),-3
Cc1nc(-n2nc(C3CC3)cc2NC(=O)c2ccc(F)cc2F)[nH]c(=O)c1C,-4
COCCn1cc(NC(=O)Nc2cccc(C(C)=O)c2)c2ccccc21,-6
COc1ccccc1NS(=O)(=O)c1ccc(Br)cc1,-12
COc1ccc(F)c(CNC(=O)C(C)(C)NC(=O)c2cccs2)c1F,-15
CCn1nc(C)c(NC(=O)CN2CCC2c2cccc(OC)c2)c1C (configuration not stated),-25
CN(CC(=O)Nc1ccccc1Br)C(=O)c1ccco1,2
COc1cc(C=C2N=C(c3cc(OC)c(OC)c(OC)c3)OC2=O)c([N+](=O)[O-])cc1OC,-4
CCN1CCN(C(C)CNc2nccc(C(F)(F)F)n2)CC1 (configuration not stated),-17
C=CCn1c(-c2ccccc2)csc1=Nc1ccccc1OC,-1
Cc1cccc2c(CCNS(=O)(=O)NCc3ccccc3)c[nH]c12,-1
CCN(Cc1noc(C2CCC2)n1)Cc1nccn1C,-6
CCNc1ccnc(CSc2nc3ccsc3c(=O)n2C)c1,-12
NC(=O)Cn1nc2c3c(cccc3c1=O)-c1ccccc1-2,-6
O=C(COc1ccc(C23CC4CC(CC(C4)C2)C3)cc1)Nc1cccc(C(=O)O)c1,6
CS(=O)(=O)c1ccccc1C(=O)N(CCN1CCOCC1)c1nc2c(F)cc(F)cc2s1,-8
O=C(N1CCOC(COCc2ccc(F)cc2Cl)C1)C1(c2ccccc2)CC1 (configuration not stated),-4
CCCCN(Cc1ccco1)C(=O)C(C)c1ccccc1 (configuration not stated),-4
Cc1sc2ncnc(Sc3nnc(N)s3)c2c1C,10
Nc1nc2[nH]c(=O)c(=O)[nH]c2c(=O)[nH]1,-1
CCC(c1ccc(F)cc1F)N1CCN(CCC(=O)NC)CC1 (configuration not stated),-7
O=C(CSc1ccc2nc(-c3ccccc3)cn2n1)N1CCCc2ccccc21,-9
COc1ccccc1C(C)(C)NCc1nnc(Cc2ccccc2)o1,-29
CC(O)C1CCCCN1CCN1C(=O)c2ccccc2C1=O (configuration not stated),-7
O=C(CCCn1cncn1)N1CCC(c2[nH]ncc2-c2ccccc2)CC1,-6
CC(=O)c1c(C)[nH]c(C(=O)CSc2nc(C)c(C)c(C)c2C#N)c1C,16
C=C(C)Cn1c(=O)c2c(nc3n2CC(C)CN3c2ccc(Oc3ccccc3)cc2)n(C)c1=O (configuration not stated),-4
CN(CCN1CCCC1=O)C(=O)Nc1cc(Cl)ccc1Cl,-4
CC(=O)C(C)n1c(CN2CCCC(C)C2)nc2c1c(=O)n(C)c(=O)n2C (configuration not stated),-6
COc1cc(Br)cc2cc(S(=O)(=O)c3ccc(F)c(C)c3)c(=O)oc12,2
Cc1ccc(C(=O)NCC(=O)N(C)Cc2ccc(C)cc2C)cc1,-13
Cc1noc(C(C)NS(=O)(=O)c2ccc(Br)c(C)c2)n1 (configuration not stated),-10
O=C(CCC1CCCN(C(=O)Cc2cccs2)C1)N1CCN(Cc2ccccc2)CC1 (configuration not stated),-8
COC(=O)CCc1nc2ccccc2[nH]c1=O,-5
Cc1sc2ncn(NC(=O)CSc3ncn[nH]3)c(=O)c2c1C,-4
NC(=O)c1ccc(N2CCCC2)c(NS(=O)(=O)c2ccc(F)cc2F)c1,0
Cc1nonc1C1CCCN1C(=O)c1cn2ccsc2n1 (configuration not stated),-5
c1ccc(NCc2cnc[nH]2)cc1,-5
CN1C(=S)NC2c3ccccc3O[C@@]1(C)C2C(=O)Nc1ccccc1 (some centres not stated),-5
C#CCN(CC=C)C(=O)c1cc(OC)ccc1OC1CCN(C(C)=O)CC1,-8
CN(Cc1n[nH]c2c1CCC2)C(=O)CCNC(=O)c1ccc(F)cc1,-24
CCOC(=O)CNc1c(-c2cccc(O)c2)nc2ccc(C)cn12,-3
COc1ccc(-c2nc(SC(C)C(=O)NC(C)(C#N)C(C)C)n[nH]2)cc1 (configuration not stated),-2
O=S(=O)(c1ccc2c(c1)CCCC2)N(CCO)c1ccccc1,4
Cc1sc2c(c1C)CN(Cc1ccco1)CN2C(=O)c1ccco1,2
Cc1sc2nc(CN3CCN(C(C)C#N)CC3)[nH]c(=O)c2c1C (configuration not stated),0
COc1ccc(NC2CCCN(C(=O)c3ccccc3SC)C2)cc1 (configuration not stated),-12
CCOCCC(=O)N1CCN(C)c2cc(F)ccc21,-6
O=C(Nc1ccc(F)c(NC(=O)c2ccoc2)c1)c1ccc2c(c1)OCO2,-3
CCn1c(=O)c2c(nc3n(-c4ccc(F)cc4)c(C)c(C)n23)n(C)c1=O,-5
CCN(Cc1ccncc1)C(=O)C(CO)c1ccccc1 (configuration not stated),0&6
CCc1c(C)sc2nc(Cc3nccn3CC)[nH]c(=O)c12,-15
Cc1onc(-c2ccccc2Cl)c1C(=O)Nc1ccc(F)cc1,-2
Cc1cc(C)nc(NC(C)c2ccc(N3CCOCC3)cc2)n1 (configuration not stated),0
C#Cc1cccc(NC(=O)NCC(C)(C)N2CCS(=O)CC2)c1,-8
NC(=O)c1c(NC(=O)CCN2C(=O)SC(=Cc3cccs3)C2=O)sc2c1CCC2,6
Cn1c(C(C)(C)C)csc1=S,-6
Cc1ccccc1-c1cc2nc(NCCN3CCCC3)n(C)c(=O)c2s1,9
Cc1cc(=O)oc(C)c1C(=O)OC(C)c1nc2ccccc2n1C(F)F (configuration not stated),-7
Cc1noc(C(C)N2CCN(Cc3cccnc3)CC2)n1 (configuration not stated),4

Next part; the last 7 above are carried over.
smiles,mcGAS MS inh
Cc1cc(C)nc(NC(C)c2ccc(N3CCOCC3)cc2)n1 (configuration not stated),0
C#Cc1cccc(NC(=O)NCC(C)(C)N2CCS(=O)CC2)c1,-8
NC(=O)c1c(NC(=O)CCN2C(=O)SC(=Cc3cccs3)C2=O)sc2c1CCC2,6
Cn1c(C(C)(C)C)csc1=S,-6
Cc1ccccc1-c1cc2nc(NCCN3CCCC3)n(C)c(=O)c2s1,9
Cc1cc(=O)oc(C)c1C(=O)OC(C)c1nc2ccccc2n1C(F)F (configuration not stated),-7
Cc1noc(C(C)N2CCN(Cc3cccnc3)CC2)n1 (configuration not stated),4
CCNC(=O)CSc1nnc(C2CCS(=O)(=O)C2)o1 (configuration not stated),0
O=c1cc(CSc2ccccn2)n(CCc2ccccc2)c2nc3ccccc3n12,-1
Fc1ccc(C2=Nc3ncnn3C(c3ccco3)C2)cc1 (configuration not stated),-9&-2
CC(C)(C)CN1CC(N)CC1=O (configuration not stated),-16
Cc1ccnc(Nc2ccc(N3CCN(C(=O)/C=C/c4ccccc4)CC3)nn2)c1,-4
O=S(=O)(C1=Cc2ccccc2CC1)N1CCC2CCCCC2C1 (configuration not stated),1
CN1CCC(c2n[nH]c(=O)n2CC2CCCCC2)CC1,-19
O=C(CNC(=O)c1ccc(C(F)(F)F)cc1)Nc1ccc2c(c1)OCCCO2,1
Cc1nc(NCCNC(=O)c2ccccc2)cc(N(C)C)n1,-2
Cc1ccc(N=C2NC(=O)C(Cc3nc(C)nn3-c3ccc(F)cc3)S2)cc1 (configuration not stated),-10
CNc1cncc(-c2ccccc2N(C)C)n1,-7
O=C(NC1CC(=O)N(CC(F)(F)F)C1)C1CC2CCC1C2 (configuration not stated),-11
CC(c1ccncc1)N1CCC(N)CC1 (configuration not stated),-5
CC(=NNS(=O)(=O)c1ccc(Br)cc1)c1ccc2c(c1)OCO2,-6
CCCc1nc(NCCc2ncc[nH]2)c2cnn(C)c2n1,-4
CN(Cc1ccc(F)cc1)Cc1nc(Cc2ccccc2Cl)no1,-14
O=c1/c(=C/c2cccc([N+](=O)[O-])c2)sc2nc3cc(Br)cnc3n12,28
CCCCC(N=C1NS(=O)(=O)c2ccccc21)C(=O)NC1CCCC1 (configuration not stated),-8
CCN(CC)C(=O)[C@@H]1C[C@H](N)CN1C(=O)c1cnc2c(c1)ncn2C,-23
CCCCN(CCCC)c1nc(OC)nc(-n2nnc(C(C)=O)c2C)n1,-1

For convenience, part of the list above.
smiles,mcGAS MS inh
Cc1sc2ncn(NC(=O)CSc3ncn[nH]3)c(=O)c2c1C,-4
NC(=O)c1ccc(N2CCCC2)c(NS(=O)(=O)c2ccc(F)cc2F)c1,0
Cc1nonc1C1CCCN1C(=O)c1cn2ccsc2n1 (configuration not stated),-5
c1ccc(NCc2cnc[nH]2)cc1,-5

Other results:
| Structure | mcGAS MS inh |
| --- | --- |
| Cc1cc(C)cc(NC(=O)CC(=O)N[C@@H]2C[C@H]3C(=O)N(C)CC(=O)N3C2)c1 | -8 |
| CCCNC(=O)c1nnc2n1CCN(C(=O)c1cccs1)C2 | -17 |
| CC(CNC(=O)C1COc2ccccc2C1)N1CCN(c2ccccc2)CC1 (configuration not stated) | -6 |
| COc1ccc(-c2nc(-c3nonc3N)no2)cc1OC | -3 |
| Cc1ccc(-n2ncc3c(=O)n(NC(=O)CC4CCCCC4)cnc32)cc1C | -12 |
| O=C(NCC1CCCN(C(=O)CC2CCCCC2)C1)c1ccc(F)cc1 (configuration not stated) | -5 |
| O=C(C(=O)N(CCN1CCCCC1)CC1CCCN(C2CCCC2)C1)c1ccccc1 (configuration not stated) | -3 |
| O=C(N/N=C\c1ccc(Br)s1)c1ccc(CSc2ncccn2)cc1 | -8 |
| CC(Sc1nc2ccccc2nc1Cl)C(=O)O (configuration not stated) | -3 |
| Cn1cc(OCc2ccc(F)cc2)c(=O)cc1C(=O)NCCc1ccc(S(N)(=O)=O)cc1 | -4 |
| O=C(O)CC1(O)CC(=O)N(c2ccccc2)C1=O (configuration not stated) | -10 |
| CC1=C(C(=O)NCc2cccnc2N2CCCCCCC2)OCCO1 | -3 |
| CSc1nc2nc(C)c(CC(=O)NC3CCC(C)CC3)c(C)n2n1 (configuration not stated) | -5 |
| CC(OC(=O)c1nc(Cl)ccc1Cl)C(=O)Nc1cccc2ccccc12 (configuration not stated) | -9 |
| CCN1CC(C)C(NS(=O)(=O)c2cnc3onc(C)c3c2)C1 (configuration not stated) | -35 |
| O=c1[nH]cnc2sc3c(c12)CCCC3 | -3 |
| CN(Cc1cnc2c(-c3ccccc3)cnn2c1)Cc1noc2c1CCCC2 | -17 |
| COc1ccc(/C=C/c2nc3cc(-c4nc5ccccc5[nH]4)ccc3s2)cc1 | -12 |
| Cc1[nH]n(-c2ccccc2)c(=O)c1C(C[N+](=O)[O-])c1ccccc1 (configuration not stated) | 2 |
| CS(=O)(=O)NC1CCN(C(=O)c2cn(-c3ccccc3)nn2)CC1 | -63 |
| CCC(C)CNC(=O)c1coc(CN2CCNCC2)n1 (configuration not stated) | -7 |
| COc1ccc(C(C)C)cc1S(=O)(=O)Nc1ccc(Br)cc1 | 9 |
| COC(=O)c1ccc(OCC(=O)Nc2c(C)nn(C)c2C)cc1 | -6 |
| Cc1nn(S(=O)(=O)N2CCCCC2)c(C)c1Br | 16 |
| Cc1ccccc1-n1nc(C)c(CNC(=O)CSc2ccc(C(F)(F)F)cn2)c1C | 1 |
| O=C1C[C@H]2CC[C@@H](CN1)N2C(=O)CCc1ccccc1 | -2 |
| Cc1[nH]c(=O)sc1S(=O)(=O)N(C)c1ccccc1 | 4 |
| O=C(CCc1ncc(-c2ccc(F)cc2F)o1)N1CCN(S(=O)(=O)c2cccc(Cl)c2)CC1 | -5 |
| Brc1ccc(NCc2ccsc2)cc1 | -6 |
| CCN(CC)c1ncnc(N2CCCCC2)c1N | -4 |
| O=C(Nc1ccc(F)c(F)c1)N1CCN(c2ccc3nnc(C4CC4)n3n2)CC1 | -9 |
| C=CCN1C(=O)/C(=C\c2ccccn2)SC1=S | 2 |
| O=C(NC1CCCCC1)NC1CCN(C(=O)COC2CCCCC2)CC1 | 0 |
| CCN(CC)Cc1cnc2c(C(=O)N3CC=CCC3)cnn2c1 | 2 |
| CCCCCn1c(=O)c2c(nc3n2CCN3c2ccc(OC)cc2OC)n(C)c1=O | -3 |
| CC1=C(C(=O)Nc2ccccc2)C(C=Cc2ccccc2)n2ncnc2N1 (configuration not stated) | -8 |
| COc1ccccc1C=Nc1c(C)n(C)n(-c2ccccc2)c1=O | -5 |
| CC1=CC(=NNC(=O)c2ccc(Br)cc2)CC(C)(C)C1 | 17 |
| O=C1NCCN(CC2CCCCC2)C1CC(=O)N1CCCCO1 (configuration not stated) | -7 |
| COC(=O)[C@@H]1C[C@@H](N(C)C)CN1C(=O)CCc1cc(Cl)no1 | 4 |
| Cc1cc(C)n2c(C(=O)N3CCCC(N4CCC(CO)CC4)C3)nnc2n1 (configuration not stated) | -35&2 |
| COc1c(Cl)cc(Cl)cc1/C=C(\C#N)c1nn(CCO)c(N)c1C#N | 5 |
| COCC(=O)N1CCCC1c1ncc(-c2ccc(Cl)cc2)[nH]1 (configuration not stated) | -13 |
| CCOC(=O)c1cc2n(c1N(C(C)=O)C(C)=O)-c1ccccc1C2=O | -6 |
| CC(C)Cn1nc(C(=O)O)c2c1CCN(C(=O)c1ccc3c(c1)OCCN3C)C2 | -7 |
| Cc1[nH]c2c(C)ccc(C)c2c1CC(=O)N1CC[C@H](CO)[C@H](O)C1 | -5&2 |
| O=C(c1ccc(-c2ccc[nH]2)nc1)N1CCC(Oc2cccnc2)CC1 | -8 |
| Cc1ccc(N2CN(C(=O)CNCC(C)C)CC2=O)cc1 | -9 |
| CCc1ccc(C(=O)COC(=O)c2ccc3c(c2)NC(=O)CO3)cc1 | -15 |
| CC(C)CN1CCC(NCc2ccc(F)c(-c3cccs3)c2)CC1 | -16 |
| O=C(c1cnc(-c2ccncc2)nc1)N1CCCC2(CCNCC2)CC1 | 0 |
| Cc1cnc(C(=O)N2CCC3(CCCN(CC4CCC4)C3=O)C2)cn1 (configuration not stated) | -11 |
| CCn1nccc1C(=O)N(C)Cc1nnc(-c2ccccc2)o1 | -9 |
| O=C(NCc1ccnc(-n2ccnc2)c1)C1CCN1Cc1ccccc1 (configuration not stated) | -1 |
| Cc1cccc(Cn2cccc2C2=NC(C)(C)CO2)c1 | -4 |
| COCCNC(=S)NN=C(C)c1ccc(Cl)s1 | -4 |

Some of the compounds tested, so the mix of outcomes need not match the whole.
